Screening data (PubChem)
Vif-A3G inh: Vif-A3G binding inhibition; actives 0.076% (n = 410,000); AID 602310; HeLa A3G-eYFP + Vif (tagged APOBEC3G with the HIV-1 protein that degrades it), YFP fluorescence, overnight; Q9HC16; Potency, µM (titrated, usually from 46.1 µM), inactives show at the top dose activity, negative = active, usual class: inhibitors;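 also: potency is read from the fitted curve at half-maximal effect; % is scaled to controls: 0 for no effect and ±100 for the full control effect; nearly all actives have a fitted effect of over 60% in size; hits raise eYFP signal because A3G escapes Vif-driven loss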
Target sequence (Q9HC16 whole entry, looked up): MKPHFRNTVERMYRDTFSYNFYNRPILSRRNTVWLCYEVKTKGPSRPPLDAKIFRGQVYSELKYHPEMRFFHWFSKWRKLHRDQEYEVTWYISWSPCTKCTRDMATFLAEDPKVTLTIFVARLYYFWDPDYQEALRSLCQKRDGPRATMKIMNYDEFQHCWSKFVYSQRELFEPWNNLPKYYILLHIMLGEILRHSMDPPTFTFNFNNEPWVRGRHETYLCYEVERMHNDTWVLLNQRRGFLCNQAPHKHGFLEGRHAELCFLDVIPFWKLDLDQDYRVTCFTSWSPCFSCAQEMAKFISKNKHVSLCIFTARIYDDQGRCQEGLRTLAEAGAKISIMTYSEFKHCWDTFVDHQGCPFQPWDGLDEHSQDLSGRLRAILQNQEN
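Read-out is eYFP fluorescence (Ex 488/Em 500-530) from Vif-expressing HeLa A3G-eYFP cells; more signal means A3G escaped Vif-mediated degradation. Cells plated overnight, compound pinned in, incubated overnight at 37 deg C.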
D1 agonist: activates the human D1 dopamine receptor; P21728; HEK293 T-REx D1 cells, calcium flux, agonist mode; activation, % at 2 µM; actives 1% (n = 360,000); AID 504660; in the data active = activation above about 30%; also: 0% is about no effect
Target sequence (P21728 whole entry, looked up): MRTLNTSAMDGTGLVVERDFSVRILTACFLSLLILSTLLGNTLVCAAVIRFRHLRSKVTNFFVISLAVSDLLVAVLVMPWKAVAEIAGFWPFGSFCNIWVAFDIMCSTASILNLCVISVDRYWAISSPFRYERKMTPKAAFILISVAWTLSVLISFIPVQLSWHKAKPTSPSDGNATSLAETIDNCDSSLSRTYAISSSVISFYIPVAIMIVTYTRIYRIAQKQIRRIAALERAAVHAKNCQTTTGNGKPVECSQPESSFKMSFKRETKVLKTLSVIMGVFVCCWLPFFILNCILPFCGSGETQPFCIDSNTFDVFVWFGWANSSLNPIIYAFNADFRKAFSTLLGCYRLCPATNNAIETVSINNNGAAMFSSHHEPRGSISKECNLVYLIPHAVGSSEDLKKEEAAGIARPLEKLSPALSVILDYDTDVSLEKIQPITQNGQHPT
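Inducible HEK293 T-REx D1 cells, force-coupled to calcium signalling, were plated at 4000 cells/well with tetracycline and held overnight at 30 C. After no-wash calcium dye loading, compound-evoked calcium rise over 180 s flagged agonists.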
D2 potentiator: positively modulates the human D2 dopamine receptor allosterically; P14416; actives 0.34% (n = 340,000); HEK293 T-REx D2, calcium flux, EC20 dopamine potentiation; potentiation, % at 10 µM;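 active = potentiation over 3 SD above the plate norm, cut at about 30% in these data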; also: 0% is about no effect
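Potentiation of an EC20 dopamine calcium response measured kinetically over 180 s, after a preceding 180 s compound-only read flagging agonists. Cells: inducible Hek293 Trex D2 line, 4000/well, cultured overnight at 30 C before dye loading.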
Glioma ERSR ind: induces the endoplasmic reticulum stress response in human glioma cells; U87-MG GRP78 promoter luciferase reporter, 16 h; Potency, µM, inactives show at the top dose activation, hits mostly activators; actives 0.02% (n = 420,000); AID 602332; also: potency is read from the fitted curve at half-maximal effect; series mostly up to about 76 µM; % of control where 0% means no effect; nearly all actives have a fitted effect of over 35% in size
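ERSR induction read as luciferase luminescence (Bright-Glo, 10 min at room temperature) in stably transfected human U87-MG glioma cells exposed to compounds for 16 h, using GRP78 as sensor.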
D1 antagonist: antagonists of human D1 dopamine receptor. P21728. HEK293 TREx D1 cells, calcium flux, dopamine EC80; hits give low values. activity change, negative = inhibition, % at 10 µM. actives 3.2% (n = 360,000). AID 504652; in the data active = activity change below about -30%; also: % is scaled to controls: 0 for no effect and ±100 for the full control effect
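Tetracycline-induced HEK293 T-REx cells with force-coupled D1 receptor were loaded with a no-wash calcium dye. Compound was added after a 10 s baseline and read kinetically for 180 s; EC80 dopamine was then added and calcium flux followed another 180 s.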
Vif-A3F inh: blocks the Vif interaction with APOBEC3F; Potency, µM (top dose mostly 46.1 µM), without a hit: top-dose activity, negative = active; AID 602313; actives 0.2% (n = 390,000); HeLa A3F-eYFP + Vif (tagged APOBEC3F with the HIV-1 protein that degrades it), YFP fluorescence increase; also: potency is read from the fitted curve at half-maximal effect; % of control where 0% means no effect; nearly all actives have a fitted effect of over 65% in size
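HeLa cells stably expressing Vif plus C-terminally eYFP-tagged A3F were seeded, incubated overnight at 37 deg C, dosed with compound, incubated overnight again at 37 deg C. Yellow fluorescence (Ex 488/Em 500-530) reported blocked Vif-mediated A3F-eYFP degradation.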
RXFP1 ag: agonists of human relaxin receptor RXFP1 | HEK293T-RXFP1 cAMP TR-FRET, 30 min; response scale: percent of porcine relaxin response, buffer zero | Potency, µM (series often up to 57.5 µM), for inactives: at the highest dose activation, hits mostly activators | actives 0.3% (n = 370,000) | AID 2676; also: potency is read from the fitted curve at half-maximal effect; % is scaled to controls: 0 for no effect and ±100 for the full control effect; nearly all actives have a fitted effect of over 60% in size; many of its hits are not listed in these tables
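HEK293T cells stably expressing RXFP1 were pretreated with the PDE4 inhibitor Ro 20174, exposed to compounds for 30 min at 37C, lysed, and cAMP was read by TR-FRET. Data normalized to buffer (basal) and 29 nM porcine relaxin (100%).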
RXFP1 antagonist: blocks the human relaxin receptor RXFP1. HEK293-RXFP1, relaxin-stimulated cAMP HTRF, 30 min; hits give low values. activity change, negative = inhibition, % at 57.5 µM. Q9HBX9. actives 0.59% (n = 350,000);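 active = activity change of -60% or lower, but not beyond a set lower limit; inconclusive = change between -60% and -40%, or beyond the set limit; inactive = change above -40%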; also: % is scaled to controls: 0 for no effect and ±100 for the full control effect
D1 PAM: potentiators of human D1 dopamine receptor; P21728; HEK293 TREx D1 cells, calcium flux, dopamine EC20 potentiation; potentiation, % at 10 µM; actives 0.036% (n = 360,000); in the data active = potentiation above about 30%; also: 0% is about no effect
* = called active by the depositor; ? = inconclusive; . = not tested or not shown; & = joins results of further samples. Unless noted, calls follow the shape of the dose curve; as a rule, active = well fitted curve in the direction sought with a large enough effect; inconclusive = small, poorly fitted or top-dose-only effect, or another doubt; inactive = no such curve, though single readings can be large; an effect the other way counts as inactive or inconclusive.

no.	Molecule	Vif-A3G inh	D1 agonist	D2 potentiator	Glioma ERSR ind	D1 antagonist
1	O=C(Nc1ccc(Br)cc1)Nc1cnccn1	-8%	6	5	15%	-5
2	Cc1ccc(N2C(=O)N(c3ccc(C)cc3)C3CS(=O)(=O)CC32)cc1 (configuration not stated)	-3%	0	6	0%	-3
3	Cc1cccc(C)c1NC(=O)COC(=O)C1CC1	-7%	2	-10	-4%	1
4	CCCS(=O)(=O)c1nc(S(=O)(=O)c2ccc(C)cc2)c(N2CCC(C)CC2)s1	0%	13	3	-4%	2
5	CCOc1cc(C(=O)NCCN2CCOCC2)cc(OCC)c1OCC	-2%	0	42*	0%	2
6	S=C(NCC1CC1)N/N=C/c1ccccc1Cl	0%	0	-20	-4%	-7
7	COc1ccc(Nc2nnc(SC(C(=O)Nc3ccc(OC)c(Cl)c3)c3ccccc3)s2)cc1 (configuration not stated)	1%	2	-1	6%	-19
8	CN(C)c1nc(C(F)(F)F)cc(=O)[nH]1	-2%	1	0	-1%	-7

no.	Vif-A3F inh	RXFP1 ag	RXFP1 antagonist	D1 PAM
1	-2%	1.4%	2	-7
2	-1%	2.0%	2	5
3	-4%	2.2%	2	1
4	3%	-0.3%	14	4
5	3%	0.1%	6	-2
6	?	2.3%	-10	-4
7	2%	-0.4%	-20	3
8	9%	3.8%	5	-7

Of the compounds above, these contain a Cl atom.
no.	Molecule	Vif-A3G inh	D1 agonist	D2 potentiator	Glioma ERSR ind	D1 antagonist
6	S=C(NCC1CC1)N/N=C/c1ccccc1Cl	0%	0	-20	-4%	-7
7	COc1ccc(Nc2nnc(SC(C(=O)Nc3ccc(OC)c(Cl)c3)c3ccccc3)s2)cc1 (configuration not stated)	1%	2	-1	6%	-19

no.	Vif-A3F inh	RXFP1 ag	RXFP1 antagonist	D1 PAM
6	?	2.3%	-10	-4
7	2%	-0.4%	-20	3

Next entries:
no.	Molecule	Vif-A3G inh	D1 agonist	D2 potentiator	Glioma ERSR ind	D1 antagonist
9	COc1cccc(OC)c1C(=O)NC(=S)N1CCOCC1	1%	2	0	1%	3
10	CCN(CC)c1ccc(NC(=O)c2cccnc2)cc1	-11%	0	9	-3%	-4
11	Cn1c(=O)c(C(=O)NC2CCCCCCC2)c(O)c2ccccc21	2%	-1	16	0%	-14
12	Cc1ccn2cc(-c3cc4ccccc4oc3=O)nc2c1	-1%	-1	0	-7%	-18
13	Cc1ccc(C)c(NC(=O)c2nc(S(C)(=O)=O)ncc2N(Cc2ccc(C(C)(C)C)cc2)Cc2ccco2)c1	-1%	6	-7	-5%	-9
14	COCCN(Cc1cc2cc3c(cc2n2nnnc12)OCO3)C(=O)c1ccccc1F	-8%	1	1	-3%	-10
15	CNCC/C=C1/c2ccccc2CSc2ccccc21	0%	19	-27	-7%	-51*
16	Cn1nc(-c2ccc(Cl)cc2)c2cc(C(=O)NCCN3CCOCC3)sc21	7%	0	16	-5%	-2

no.	Vif-A3F inh	RXFP1 ag	RXFP1 antagonist	D1 PAM
9	-2%	-2.0%	0	4
10	2%	-2.7%	-9	-4
11	-2%	0.4%	-11	3
12	-5%	6.1%	-16	4
13	-4%	0.0%	-20	0
14	-1%	1.5%	22	1
15	-8%	-0.1%	-23	-27
16	-1%	0.3%	.	-3

Continued.
no.	Molecule	Vif-A3G inh	D1 agonist	D2 potentiator	Glioma ERSR ind	D1 antagonist
17	COc1ccc(-n2cc(CNCC3CC(=O)N(C4CC4)C3)c(-c3ccccc3Cl)n2)cc1 (configuration not stated)	1%	24	13	-1%	-5
18	CCOC(=O)C(C)NC(=O)c1c(C)oc2ncn(CC(C)C)c(=O)c12 (configuration not stated)	-2%	1	-7	-2%	-3
19	COCCn1c(SCC(=O)Nc2cccc(C)n2)nnc1-c1ccco1	-1%	1	-3	-3%	2
20	O=C(CN1C(=O)NC2(CCc3ccccc32)C1=O)Nc1cc(C(F)(F)F)ccc1N1CCOCC1 (configuration not stated)	1%	6	.	0%	21
21	COc1ccc(CCNC(=O)COC(=O)c2ccc(F)c(S(=O)(=O)N3CCOCC3)c2)cc1	-1%	1	10	-1%	-10
22	O=C(c1cccc(C(F)(F)F)c1)C1CCCN(C(=O)/C=C/c2cnc[nH]2)C1 (configuration not stated)	0%	1	10	-5%	14
23	CC1=C(C(N)=O)C(c2ccc3c(c2)OCO3)n2nc(-c3cccc(C)c3)nc2N1 (configuration not stated)	-4%	3	6	-4%	6
24	O=C(Nc1ccccc1)N1C(=O)C2(OCCO2)c2ccccc21	2%	2	-5	-6%	-7

no.	Vif-A3F inh	RXFP1 ag	RXFP1 antagonist	D1 PAM
17	2%	-1.4%	-2	5
18	-12%	-2.6%	.	-2
19	9%	3.1%	-4	-2
20	-2%	3.6%	-4	-5
21	-3%	0.1%	3	-3
22	?	3.6%	-4	0
23	-2%	1.6%	-7	-5
24	5%	-0.8%	1	-2

Nos. 23 through 24 from above:
no.	Molecule	Vif-A3G inh	D1 agonist	D2 potentiator	Glioma ERSR ind	D1 antagonist
23	CC1=C(C(N)=O)C(c2ccc3c(c2)OCO3)n2nc(-c3cccc(C)c3)nc2N1 (configuration not stated)	-4%	3	6	-4%	6
24	O=C(Nc1ccccc1)N1C(=O)C2(OCCO2)c2ccccc21	2%	2	-5	-6%	-7

no.	Vif-A3F inh	RXFP1 ag	RXFP1 antagonist	D1 PAM
23	-2%	1.6%	-7	-5
24	5%	-0.8%	1	-2

Single values from the results shown:
Entry for entry 9 under Vif-A3F inh: -2%
Entry for entry 13 under RXFP1 antagonist: -20

Next part:
no.	Molecule	Vif-A3G inh	D1 agonist	D2 potentiator	Glioma ERSR ind	D1 antagonist
25	Cc1cc(C)c(NC(=O)CSc2nnc(Cc3cccn3C)n2-c2ccc(F)cc2)c(C)c1	0%	-1	-12	-2%	-1
26	CC(=O)N1CCN(C(=O)c2cc(-c3ccc(C)o3)nc3ccccc23)CC1	-1%	1	1	-2%	-7
27	Cc1cccc(C2=NNC(=O)C(c3ccc(Cl)cc3)C2)c1 (configuration not stated)	-3%	0	.	-6%	-6
28	N=C1/C(=C/c2ccco2)C(=O)N=C2SC(CC(=O)N3CCCC3)=NN12	0%	2	-5	-4%	-4
29	C/C(N)=C(/C#N)C(=O)COC(=O)CNC(=O)c1ccc(Cl)cc1Cl	0%	-1	2	-7%	2
30	CCn1cc(CN2CCN(Cc3cccc(OC)c3)C(CCO)C2)c(C)n1 (configuration not stated)	-1%	0	8	-4%	0
31	COc1ccc(-n2ncc3c2ncn2nc(Cc4ccccc4)nc32)cc1	.	2	9	.	-34*
32	O=C(CSCc1c(Cl)cccc1Cl)NCc1cccnc1	0%	5	-5	-1%	-16

no.	Vif-A3F inh	RXFP1 ag	RXFP1 antagonist	D1 PAM
25	-2%	0.1%	10	-4
26	3%	8.7%	14	-8
27	19%	3.0%	-16	0
28	-9%	0.5%	8	-7
29	1%	-0.3%	-3	-3
30	2%	0.3%	0	4
31	.	?	-3	0
32	-10%	2.4%	2	0

Next structures follow:
no.	Molecule	Vif-A3G inh	D1 agonist	D2 potentiator	Glioma ERSR ind	D1 antagonist
33	COc1ccc(OC)c(C(c2c(O)nc(SC)[nH]c2=O)c2c(O)nc(SC)[nH]c2=O)c1	-9%	2	6	-1%	-7
34	CSc1nnc(NC(=O)C2CCCCC2)s1	-5%	0	.	-1%	3
35	COC(=O)c1nnn(CC(=O)Nc2cc(Cl)ccc2C)c1C(=O)OC	1%	5	-1	-4%	20
36	CCOc1ccc(N(C)S(=O)(=O)c2ccc(C)c(C(=O)NCCc3ccc(OC)cc3)c2)cc1	2%	0	2	-6%	-21
37	CCOC(=O)CN1C(=O)S/C(=C\c2ccc3c(c2)OCO3)C1=O	0%	6	-4	3%	-5
38	Cc1ccc(C)n1-n1cnc2scc(-c3cccs3)c2c1=O	-12%	3	12	-4%	8
39	O=C(c1ccc2c(c1)N(Cc1ccccc1)C(=O)c1ccccc1S2=O)N1CCC(Cc2ccccc2)CC1 (configuration not stated)	1%	4	-2	-5%	-4
40	COc1ccc(C2C3CCCCC3(O)CCN2C(=O)c2cccs2)cc1 (configuration not stated)	2%	-1	.	-1%	17

no.	Vif-A3F inh	RXFP1 ag	RXFP1 antagonist	D1 PAM
33	-7%	-0.2%	6	-1
34	-7%	2.4%	.	-4
35	-14%	0.1%	-16	0
36	9%	3.4%	0	-5
37	-21%	2.9%	-11	-5
38	3%	-1.2%	-1	1
39	3%	-1.6%	.	1
40	1%	5.4%	2	2

Next part.
no.	Molecule	Vif-A3G inh	D1 agonist	D2 potentiator	Glioma ERSR ind	D1 antagonist
41	CCOC(=O)Nc1ccc2c(COC(=O)CNS(=O)(=O)c3ccc(NC(C)=O)cc3)cc(=O)oc2c1	0%	2	8	-3%	0
42	CC1(C)OC(=O)C2(Cc3ccccc3N3CCCCC32)C(=O)O1 (configuration not stated)	1%&0%	0	3	-5%&-3%	-2
43	CC(Oc1ccc(Cl)cc1)c1ccc(C#N)c(=O)[nH]1 (configuration not stated)	-4%	5	-7	-5%	-18
44	Cc1ccc(C2c3c(-c4ccccc4O)n[nH]c3C(=O)N2Cc2ccncc2)cc1 (configuration not stated)	-28%	-2	4	-1%	40
45	Cc1ccc(C(=O)NCCCN2CCOCC2)c(Cl)c1	3%	1	2	3%	0
46	CCCCN(C(=O)c1cc2ccccc2o1)c1c(N)n(CC(C)C)c(=O)[nH]c1=O	-5%	4	-1	-2%	5
47	Cc1ccc(C)c(N2CCN(C(=O)c3ccc(NS(=O)(=O)c4c(C)noc4C)cc3)CC2)c1	-2%	6	-3	13%	-22
48	COc1cccc(N2CCN(C(=O)c3nn(C)c4c3CSc3ccc(C)cc3-4)CC2)c1	-2%	1	1	-3%	-4
49	O=C(Cn1c(=O)n(Cc2ccc(F)cc2)c(=O)c2sc3ccccc3c21)NCc1ccccc1Cl	3%	1	-1	-5%	7

no.	Vif-A3F inh	RXFP1 ag	RXFP1 antagonist	D1 PAM
41	-12%	18%	-2	-3
42	-4%	-0.7%	-3	-5
43	0%	0.9%	5	-3
44	-20%	0.1%	-13	10
45	5%	-4.7%	-16	0
46	3%	0.4%	.	-4
47	3%	3.0%	-5	-4
48	0%	0.6%	-8	2
49	-14%	?	.	2

Only part of the results is shown; rates above refer to the full screens.
